RmlCD inh 1536: M. tuberculosis RmlC/RmlD inhibition | inhibition, % at 3.6 µM | RmlC+RmlD coupled enzyme assay, percent inhibition; primary screen in compound mixtures | 160,000 tested, 0.03% active | P9WH09+P9WH11; in the data active means inhibition mostly above about 34%, no sharp cut-off; further: some results filed as inactive read as strong as hits
Target sequence (P9WH09 whole entry, looked up): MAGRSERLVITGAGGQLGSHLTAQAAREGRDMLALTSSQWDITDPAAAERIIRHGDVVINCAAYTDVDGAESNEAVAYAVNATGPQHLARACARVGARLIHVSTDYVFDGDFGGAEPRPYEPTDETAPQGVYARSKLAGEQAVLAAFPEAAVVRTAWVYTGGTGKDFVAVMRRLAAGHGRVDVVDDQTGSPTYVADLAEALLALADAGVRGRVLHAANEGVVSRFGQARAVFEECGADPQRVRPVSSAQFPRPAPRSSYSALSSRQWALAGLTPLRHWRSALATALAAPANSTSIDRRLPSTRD
Target sequence (P9WH11 whole entry, looked up): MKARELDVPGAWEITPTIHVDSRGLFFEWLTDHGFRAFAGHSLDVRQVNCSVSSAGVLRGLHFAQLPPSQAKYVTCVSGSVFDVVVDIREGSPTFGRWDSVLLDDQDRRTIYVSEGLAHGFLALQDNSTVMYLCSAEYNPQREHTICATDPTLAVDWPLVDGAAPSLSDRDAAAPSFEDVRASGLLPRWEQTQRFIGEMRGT
GlmU inhibition: inhibition of mycobacterial GlmU enzyme – biochemical, glucosamine-1-phosphate acetyltransferase (AID 1376). M. tuberculosis GlmU acetyltransferase enzyme assay; higher % means a stronger effect. inhibition, %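 (tested at 30 µM in the primary screen)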, or IC50 in µM where a hit was titrated. 220,000 tested, 0.25% active; in the data active means inhibition above about 13%;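 further: 0% = complete reaction with vehicle and 100% = reaction without substrate; strong numbers were not always called active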
Active calls of the source: *; & = joins results of further samples.

Screening O=C(O)[C@H](Cc1ccccc1)N1C(=O)c2ccncc2C1=O returned RmlCD inh 1536 -7 and GlmU inhibition 2.6%.
OC(CCN1CCCCC1)(c1ccccc1)c1ccccc1 was read as GlmU inhibition -5.7%.
Cc1ccc(S(=O)(=O)Cn2nnnc2CN2CCOCC2)cc1 was read as RmlCD inh 1536 0 and GlmU inhibition 5.6%.
O=C(Cc1ccccc1)NN1C(=O)C2C3C=CC(C3)C2C1=O (configuration not stated) was read as RmlCD inh 1536 25 and GlmU inhibition -1.6%.
For Cc1ccc2c(c1)C=CC(C#N)N2C(=O)c1ccccc1 (configuration not stated) the results were GlmU inhibition -4.3%.
`CN1CCN(S(=O)(=O)c2ccc(NC(=O)C3CCCCC3)cc2)CC1` gave RmlCD inh 1536 17 and GlmU inhibition 7.3%.
COc1cc(-c2nnc(SCC3(c4ccc(Br)cc4)OCCO3)o2)cc(OC)c1OC was read as GlmU inhibition 0.1%.
Screening CC(C)(C)OC(=O)CC[C@@H](C(=O)N1CCN(C(=O)OC(C)(C)C)CC1)n1cc(C(CO)NC(=O)OC(C)(C)C)nn1 (some centres not stated) returned GlmU inhibition -2.3%.
For CCCOP(=O)(OCCC)C(Nc1ccc(C(C)C)cc1)c1ccc([N+](=O)[O-])cc1 (configuration not stated) the results were RmlCD inh 1536 3.
`Cc1ccc(/C=C(\C#N)C(=O)NC(C)C)o1` gave RmlCD inh 1536 -14 and GlmU inhibition -0.8%.
For O=C(c1ccccc1)N1CCSC1=S the results were GlmU inhibition 0.4%.
For Cc1cc(/C=N/Nc2ccc([N+](=O)[O-])cn2)c(C)n1-c1ccccc1 the results were RmlCD inh 1536 -5 and GlmU inhibition -0.8%.
CCOC(=O)C1CCCN(S(=O)(=O)c2cn(C)c(=O)n(C)c2=O)C1 (configuration not stated) was read as GlmU inhibition 7.3%.
For Cc1c(=O)n(OCc2ccccc2F)c2ccccc2[n+]1[O-] the results were RmlCD inh 1536 8 and GlmU inhibition 0.8%.
For Cc1ccc(OCCNS(=O)(=O)c2ccc(N3CCCC3=O)cc2)cc1C the results were GlmU inhibition -2.8%.
C[C@@H]1O[C@@H](OC[C@H]2O[C@@H](Oc3c(-c4ccc(O)c(O)c4)oc4cc(O)cc(O)c4c3=O)[C@H](O)[C@@H](O)[C@@H]2O)[C@H](O)[C@H](O)[C@H]1O was read as RmlCD inh 1536 -8 and GlmU inhibition 3.6%.
Cn1c(C(O)c2ccc(Cl)cc2)nc(Cl)c1Cl (configuration not stated) was read as RmlCD inh 1536 16 and GlmU inhibition -3.0%.
CC1CCCCC1NC(=O)C1CCC(CNc2c(N3CCCCC3)c(=O)c2=O)CC1 (configuration not stated) was read as RmlCD inh 1536 -12 and GlmU inhibition 2.1%.
Screening CN1CCC(N(C)c2ncnc3ccc(Br)cc23)CC1 returned GlmU inhibition -2.0%.
Screening O=C(O)/C=C/C(=O)Nc1ccc(-c2ccccc2)cc1 returned RmlCD inh 1536 -18 and GlmU inhibition -1.6%&-0.2%.
Screening CNC(=S)N1N=C2c3ccccc3CCC2C1c1ccccc1Cl (configuration not stated) returned RmlCD inh 1536 7 and GlmU inhibition 2.9%.
`CCOC(=O)c1[nH]c(C)c(C(=O)NCCC2=CCCCC2)c1C` gave RmlCD inh 1536 4 and GlmU inhibition 3.5%.
For C/C(N)=C(/C#N)C(=O)COC(=O)CCS(=O)(=O)c1ccccc1 the results were RmlCD inh 1536 -4.
`COC(=O)c1cc(C(=O)NC(C)(C)CC(C)(C)C)cc([N+](=O)[O-])c1` gave RmlCD inh 1536 3 and GlmU inhibition -2.6%.

In the list so far, 8 have a carbonyl joined to an NH by a bond outside any ring:
O=C(Cc1ccccc1)NN1C(=O)C2C3C=CC(C3)C2C1=O (configuration not stated) was read as RmlCD inh 1536 25 and GlmU inhibition -1.6%.
`CN1CCN(S(=O)(=O)c2ccc(NC(=O)C3CCCCC3)cc2)CC1` gave RmlCD inh 1536 17 and GlmU inhibition 7.3%.
Screening CC(C)(C)OC(=O)CC[C@@H](C(=O)N1CCN(C(=O)OC(C)(C)C)CC1)n1cc(C(CO)NC(=O)OC(C)(C)C)nn1 (some centres not stated) returned GlmU inhibition -2.3%.
`Cc1ccc(/C=C(\C#N)C(=O)NC(C)C)o1` gave RmlCD inh 1536 -14 and GlmU inhibition -0.8%.
CC1CCCCC1NC(=O)C1CCC(CNc2c(N3CCCCC3)c(=O)c2=O)CC1 (configuration not stated) was read as RmlCD inh 1536 -12 and GlmU inhibition 2.1%.
Screening O=C(O)/C=C/C(=O)Nc1ccc(-c2ccccc2)cc1 returned RmlCD inh 1536 -18 and GlmU inhibition -1.6%&-0.2%.
`CCOC(=O)c1[nH]c(C)c(C(=O)NCCC2=CCCCC2)c1C` gave RmlCD inh 1536 4 and GlmU inhibition 3.5%.
`COC(=O)c1cc(C(=O)NC(C)(C)CC(C)(C)C)cc([N+](=O)[O-])c1` gave RmlCD inh 1536 3 and GlmU inhibition -2.6%.

The listing continues:
Screening C=CCn1c(SCc2cccnc2)nnc1-c1ccncc1 returned GlmU inhibition 3.2%.
Screening O=C(CSc1ncccn1)Nn1cnnc1 returned GlmU inhibition 4.4%.
`CC(=O)c1sc(NC(=O)COc2ccc(Br)cc2)nc1C` gave RmlCD inh 1536 -3 and GlmU inhibition -8.7%.
O=C1CCCN1c1ccc(S(=O)(=O)N2CCN(c3ccccc3)CC2)cc1 was read as RmlCD inh 1536 5 and GlmU inhibition 2.1%.
`COCC(C)n1c(C)cc(C(=O)COC(=O)c2c(NC(C)=O)sc(C)c2C)c1C` (configuration not stated) gave GlmU inhibition 7.1%.
Screening Cc1cc(NC(=O)CN2C(=O)NC3(CCCCC3C)C2=O)no1 (configuration not stated) returned RmlCD inh 1536 5 and GlmU inhibition -2.2%.
`COc1ccccc1OCCCCNCCO` gave RmlCD inh 1536 -7 and GlmU inhibition 8.3%.
`Cc1ccc(N=Cc2cc(Br)cc(Cl)c2O)cc1` gave RmlCD inh 1536 8 and GlmU inhibition -5.2%.
Cc1ccc(C(=O)Nc2ccccc2C(=O)NC(C(=O)O)C(C)C)cc1 (configuration not stated) was read as GlmU inhibition 1.9%.
`Cc1cccc(CN2CCN(C(=O)CCl)CC2)c1` gave RmlCD inh 1536 -8 and GlmU inhibition -1.7%.
Cc1cc(C)n(CC(=O)N/N=C/c2cc([N+](=O)[O-])ccc2O)n1 was read as RmlCD inh 1536 -4 and GlmU inhibition 0.8%.
CCNC(=S)NNC(=O)C1CCCCC1 was read as RmlCD inh 1536 15 and GlmU inhibition 3.0%.

Entries listed so far that contain a COOH group:
Screening O=C(O)[C@H](Cc1ccccc1)N1C(=O)c2ccncc2C1=O returned RmlCD inh 1536 -7 and GlmU inhibition 2.6%.
Screening O=C(O)/C=C/C(=O)Nc1ccc(-c2ccccc2)cc1 returned RmlCD inh 1536 -18 and GlmU inhibition -1.6%&-0.2%.
Cc1ccc(C(=O)Nc2ccccc2C(=O)NC(C(=O)O)C(C)C)cc1 (configuration not stated) was read as GlmU inhibition 1.9%.

(list continues)
Screening Cc1csc(N/N=C/c2ccccn2)n1 returned RmlCD inh 1536 -8 and GlmU inhibition -2.1%.
For CCNC(=O)CC1C(=O)N(c2ccccc2)C(=O)N1CCc1ccc(OC)cc1 (configuration not stated) the results were RmlCD inh 1536 3 and GlmU inhibition -0.4%.
Screening O=C(NCCCN1CCN(c2ccc(F)cc2)CC1)c1cccc(N2CCCC2=O)c1 returned RmlCD inh 1536 2 and GlmU inhibition 0.4%.
CC1(NC(=O)Nc2ccccc2)CCS(=O)(=O)C1 (configuration not stated) was read as RmlCD inh 1536 6 and GlmU inhibition -0.1%.
For COCc1cc(C2SCC(=O)Nc3c2c(=O)[nH]n3C(C)C)ccc1OC (configuration not stated) the results were RmlCD inh 1536 13 and GlmU inhibition 3.9%.
`Cc1nc(NC(=O)C2CC2)sc1C(=O)N(C)C` gave GlmU inhibition 0.5%.
CC1=C/C(=N\OS(=O)(=O)c2ccccc2)C(C(C)C)=CC1=O was read as RmlCD inh 1536 2 and GlmU inhibition 5.1%.
For CC(NC(=O)CN1C(=O)NC(Cc2ccccc2)(Cc2ccccc2)C1=O)C12CC3CC(CC(C3)C1)C2 (configuration not stated) the results were RmlCD inh 1536 -8 and GlmU inhibition -3.8%.
`Cc1cc(C(=O)CSc2nnc(N)s2)c(C)n1Cc1ccco1` gave RmlCD inh 1536 -2 and GlmU inhibition -5.9%.
FC(F)(F)c1cccc(Sc2nc(-c3ccccc3)nnc2C(F)(F)F)c1 was read as RmlCD inh 1536 -10 and GlmU inhibition -3.5%.
For CCCc1cc(=O)[nH]c(SCC(=O)Nc2nonc2N)n1 the results were GlmU inhibition -1.9%.
`O=C(O)CCS(=O)(=O)Cc1ccccc1F` gave GlmU inhibition 3.6%.
CCN(CC)c1ncnc2c1sc1nc(N3CCOCC3)c3c(c12)CCC3 was read as RmlCD inh 1536 8 and GlmU inhibition 5.2%.
For CN1C(=O)CSc2ccc(NC(=O)N3CCc4ccccc43)cc21 the results were RmlCD inh 1536 9 and GlmU inhibition -3.1%.
`CN(C)c1ccc(NC(=O)/C=C/c2c(Cl)cccc2Cl)cc1` gave RmlCD inh 1536 22 and GlmU inhibition -2.3%.
Screening Cc1c(NC(=O)c2ccccc2)cccc1[N+](=O)[O-] returned GlmU inhibition 3.0%.
Cc1ccc(Cl)cc1NC(=O)c1cnn2c1NC(c1ccco1)CC2C(F)(F)F (configuration not stated) was read as RmlCD inh 1536 -3 and GlmU inhibition -0.1%.
CC(=O)Nc1ccc(OCC(O)Cn2ccnc2)cc1 (configuration not stated) was read as RmlCD inh 1536 -4 and GlmU inhibition 2.9%.
Cc1cccc(N2C(=O)CCC2=O)n1 was read as RmlCD inh 1536 9 and GlmU inhibition 2.8%.
For O=C1COc2ccc(N3C(=O)c4ccccc4C3=O)cc2N1 the results were GlmU inhibition -0.7%.
Screening O=C(CS(=O)CC(=O)N(c1ccccc1)C(C(=O)NC1CCCCC1)c1ccco1)Nc1ccc(F)cc1 (configuration not stated) returned RmlCD inh 1536 3 and GlmU inhibition 7.2%.
For O=[N+]([O-])c1ccc(NCCO)c2ncccc12 the results were GlmU inhibition 6.4%.
For c1ccc(-n2nnnc2Sc2ncnc3sc4c(c23)CCCC4)cc1 the results were RmlCD inh 1536 -16 and GlmU inhibition -1.0%.
For O=C(Nc1ccc(-c2cn3c(n2)SCC3)cc1)c1ccco1 the results were RmlCD inh 1536 3 and GlmU inhibition -3.4%.
C=CCc1ccccc1OCC(O)CN1CCN(c2ccccc2OC)CC1 (configuration not stated) was read as GlmU inhibition -4.5%.
`O=C(CCCn1c(=S)[nH]c2cc3c(cc2c1=O)OCO3)NCc1ccco1` gave RmlCD inh 1536 7 and GlmU inhibition -4.8%.
Cc1noc(C)c1C(=O)Nc1c(F)cc(F)cc1Br was read as RmlCD inh 1536 -6 and GlmU inhibition -4.4%.
Screening Cc1cc(CO)nn1-c1ccc([N+](=O)[O-])cc1 returned RmlCD inh 1536 7 and GlmU inhibition 2.4%.
Screening O=C(Nc1ccccc1Cl)Oc1ccc(-c2ccccc2)cc1 returned RmlCD inh 1536 -4 and GlmU inhibition -3.6%.
For CCS(=O)(=O)N1CCCC(C(=O)NC2CCC(C)CC2)C1 (configuration not stated) the results were RmlCD inh 1536 10 and GlmU inhibition 3.2%.
COc1cccc(Cn2c(-c3nonc3N)nc3ccccc32)c1 was read as GlmU inhibition 5.7%.
Screening O=Nc1c(O)[nH]c2ccc(Cl)cc12 returned RmlCD inh 1536 8 and GlmU inhibition -5.9%.
O=C(Cc1cccs1)NC(c1ccccc1)c1ccccc1 was read as GlmU inhibition 7.2%.
O=C(NCc1csc(-c2cccs2)n1)C1CCCCC1 was read as GlmU inhibition 1.2%.
Screening COc1ccc(C(=O)COC(=O)[C@H](C)Nc2ccc(C(F)(F)F)cc2[N+](=O)[O-])cc1 returned RmlCD inh 1536 7 and GlmU inhibition 2.4%.
Screening COc1ccccc1CNC(=O)c1ccoc1C returned GlmU inhibition 2.4%.
Screening O=S(=O)(Nc1ccccn1)c1cnc(Cl)c(Br)c1 returned RmlCD inh 1536 32 and GlmU inhibition -6.5%.
Screening N#Cc1nc(Cc2cccc3ccccc23)oc1N1CCN(c2ccccc2)CC1 returned GlmU inhibition 4.1%.
Screening CC1=C(C)CS(=O)N(S(=O)(=O)c2ccc(Cl)cc2)C1 (configuration not stated) returned RmlCD inh 1536 -5 and GlmU inhibition -1.3%.
Cn1cnnc1SCC(=O)Nc1nc(-c2ccc(F)cc2)cs1 was read as RmlCD inh 1536 9 and GlmU inhibition -1.8%.
`O=C(NCCN1CCOCC1)C1CCN(Cc2ccccc2O)CC1` gave RmlCD inh 1536 -6 and GlmU inhibition 1.1%.
c1coc(-c2nnc3n2C2(CCCC2)Cc2ccccc2-3)c1 was read as GlmU inhibition -0.3%.
Screening CCOC(=O)C1CCN(C(=O)CCCN2C(=O)c3ccccc3C2=O)CC1 returned RmlCD inh 1536 0 and GlmU inhibition -1.4%.
CCC(=O)Oc1c(C(=O)CC)cc2c(C)cc(=O)oc2c1C was read as GlmU inhibition -0.4%.
`Cc1cccc(C(=O)N/N=C2/SCC(=O)N2Cc2ccccc2)c1` gave RmlCD inh 1536 -9 and GlmU inhibition -4.7%.
For CCOC(=O)c1cnc(-c2ccccc2)nc1Oc1ccccc1 the results were RmlCD inh 1536 109 and GlmU inhibition 0.8%.
Screening CC1=CC(C)C(/C=N/N=C(N)N)C(C)C1 (configuration not stated) returned RmlCD inh 1536 4 and GlmU inhibition -3.7%.
Cc1ccc(-n2nc3c(SCCN4CCOCC4)nnc(C)c3c2C)cc1 was read as RmlCD inh 1536 -2 and GlmU inhibition -1.4%.
Screening CCCn1nnnc1SCC(=O)Nc1sc(C)c(C)c1C#N returned GlmU inhibition 2.7%.
Cn1cc(CN2CCc3sccc3C2)c(-c2ccccc2F)n1 was read as RmlCD inh 1536 11 and GlmU inhibition -4.6%.
For N#CC(C#N)=Cc1ccc(-c2ccccc2F)o1 the results were RmlCD inh 1536 1 and GlmU inhibition -1.7%.
CC(=O)OCCNc1nc(-c2ccccc2)nc2ccccc12 was read as RmlCD inh 1536 7 and GlmU inhibition 1.0%.
Screening O=c1c2ccccc2nc(CNCc2ccco2)n1-c1ccc(F)cc1 returned GlmU inhibition -0.7%.

This is a subset; the hit share may differ from the screen's.
